NR2E3 ag-1 = NR2E3 (human) agonism; 0.12% of 320,000 active; GST-NR2E3/biotin-RetCOR TR-FRET, 1536-well; Q9Y5X4; inhibition of corepressor binding, % at 4.78 µM; AID 2300;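 active = percent inhibition above the cutoff of mean plus 3 SD of all tested compounds, set per screening campaign, cut at about 20% in these data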;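 also: 0% = DMSO wells and 100% = biotin wells as full block of FRET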
Target sequence (Q9Y5X4 whole entry, looked up): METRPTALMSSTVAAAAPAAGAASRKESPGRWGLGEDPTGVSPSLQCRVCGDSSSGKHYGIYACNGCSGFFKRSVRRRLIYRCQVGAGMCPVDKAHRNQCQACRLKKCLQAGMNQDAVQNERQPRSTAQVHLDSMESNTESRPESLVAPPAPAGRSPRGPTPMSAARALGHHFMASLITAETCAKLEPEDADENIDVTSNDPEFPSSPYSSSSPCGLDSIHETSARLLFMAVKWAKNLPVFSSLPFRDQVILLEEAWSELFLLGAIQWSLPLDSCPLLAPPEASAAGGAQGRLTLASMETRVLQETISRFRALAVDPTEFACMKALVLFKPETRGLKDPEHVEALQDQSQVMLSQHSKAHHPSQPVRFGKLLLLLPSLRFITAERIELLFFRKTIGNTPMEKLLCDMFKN
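System: GST-tagged NR2E3 plus biotinylated RetCOR corepressor; Buffer or medium: pH 7.5 Tris-based buffer; Probe or stimulus: RetCOR corepressor, biotinylated, 7 nM; Doses: compound at 4.8 µM, single dose; Schedule: 5 h incubation at 4 °C; Technique: time-resolved FRET; Evaluation: percent inhibition of TR-FRET ratio; Replication: one well per compound, singlicate testing.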
TWEAK Fn14 block = TWEAK-Fn14 signaling inhibition; TWEAK-stimulated Fn14 reporter cells, luciferase luminescence, 8 h; inhibition, % at 10 µM; 2% of 360,000 active; in the data active = inhibition above about 50%
Shn3 inh set2 = reduces Shn3 3'UTR luciferase signal in osteoblasts | 0.52% of 360,000 active | Clone20 osteoblast Shn3 3'UTR firefly luciferase, 24 h | AID 588674 | inhibition, % at 12.5 µM;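 active = mean inhibition of at least 75% with every replicate also reaching 75%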;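 also: 0% = median of neutral control wells and 100% = pilot-screen positive control compound; some compounds past the cut are filed as inactive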
TRPM1 prom inh = reduces MITF-dependent TRPM1 promoter luciferase signal | SK-MEL-5 TRPM1 promoter luciferase, 24 h | inhibition, % at 12.5 µM | 0.83% of 330,000 active;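 active = mean inhibition across replicates of 60% or more, whatever share of single replicates reaches that level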; also: values of inactives mirror those of a sister screen read the other way
Peg3 prom inh = Peg3 promoter activity inhibition | AID 588405 | 1.7% of 360,000 active | inhibition, % at 20 µM | HeLa PEG-Prom luciferase reporter, luminescence, overnight;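 active = inhibition of at least 50% at 20 µM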
CF NFkB inh = cystic fibrosis NF-kB activation inhibition. inhibition, % at 5 µM. KKLEB NF-kB-GFP reporter, PAF-induced, GFP fluorescence overnight. 0.86% of 360,000 active. AID 588850;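 active = at least 50% inhibition at 5 µM, scaled per plate between neutral and stimulator controls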;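 also: PAF is a Pseudomonas aeruginosa culture filtrate used as stimulus; plate controls were PAF-stimulated DMSO wells for no effect and unstimulated DMSO wells for full effect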
aDG glyco up = increases alpha dystroglycan glycosylation | Pro5-aDG cells, alpha-DG glycosylation AlphaScreen (IIH6); 0% Pro5, 100% B10-LARGE cell signal | 0.22% of 360,000 active | activation, % at 10 µM;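 active = activation of at least 8% versus controls, or a plate z-score of at least 8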;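 also: Pro5 are CHO cells carrying HIG-tagged alpha-DG that lacks glycosylation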
KKLEB cytotox = counter-screen for CF NF-kB inhibitors: cytotoxicity; KKLEB CF airway cells viability, ATPlite luminescence, overnight; hits give low values; cells stimulated with P. aeruginosa culture filtrate; 0.36% of 360,000 active; activity change (cytotoxicity), % at 5 µM;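 active = corrected activity change at or below -50% at 5 µM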
HIF-2a block = blocks HIF-2a reporter activity; 786-0 RCC cells HIF-2a reporter, luciferase luminescence, overnight; AID 624352; 0.72% of 360,000 active; inhibition, % at 18.8 µM;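 active = inhibition of the luminescence signal of 40% or more relative to plate controls, in a single-dose primary screen at 18.75 µM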
NR2E3 ag-2 = human photoreceptor-specific nuclear receptor agonism. Q9Y5X4. CHO-S Gal4-NCOR/VP16-NR2E3 two-hybrid, luciferase. inhibition of corepressor binding, % at 3.98 µM. 0.35% of 360,000 active. AID 602229;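 active = inhibition above the mean of all tested compounds plus 3 SD, cut at about 70% in these data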;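 also: 0% = DMSO with NR2E3 transfected cells and 100% = cells lacking NR2E3 construct; higher means lower luciferase signal from less NR2E3 corepressor binding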
hiPSC survival = hiPSC single-cell survival enhancement | 0.044% of 360,000 active | ATPlite luminescence; 100% = ROCK inhibitor wells, 0% = DMSO | survival enhancement, % at 20 µM; in the data active = survival enhancement above about 18%;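 also: cells exposed to compounds for 16 hours before the ATP read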
Starred values were filed as active, the others as inactive; x = not tested or not shown.

smiles	TRPM1 prom inh	aDG glyco up	Shn3 inh set2	HIF-2a block	CF NFkB inh	Peg3 prom inh	hiPSC survival	NR2E3 ag-2	TWEAK Fn14 block	NR2E3 ag-1	KKLEB cytotox
CCOc1ccc(C(=O)COC(=O)Cn2[nH]c(=O)c3ccccc3c2=O)cc1	x	-0.1	-6	4	-2	-4	-0.7	-31	-4	x	10
CCS(=O)(=O)Nc1c(C(=O)O)[nH]c2ccccc12	4	-0.1	-31	-38	-22	-18	-0.3	-10	7	1	18
O=C(COC(=O)c1cc(=O)[nH]c(=O)[nH]1)Nc1cccc(S(=O)(=O)N2CCCCC2)c1	5	-0.1	-51	17	-5	5	1.1	-23	-14	2	6
CC(C)n1cnc2c(NCc3ccccc3)cc(OCC3CCN(C)CC3)cc21	32	2.4	11	3	44	21	-4.8	7	0	x	1
O=C(OCC#CCSc1nnc(-c2ccc(Br)cc2)o1)c1ccco1	-8	0.1	-12	-20	9	-34	-2.1	-44	-16	5	-16
O=C(NC1CC(=O)N(c2ccc3c(c2)OCCO3)C1)N1CCCCC1 (stereo not given)	-3	-0.3	4	-10	19	10	-0.3	3	-2	0	0
CC(C)c1cccc(C(C)C)c1NC(=O)CN(C)C1CCS(=O)(=O)C1 (stereo not given)	-4	0.2	-14	8	5	5	0.7	-6	8	2	-14
O=C(CCNC(=O)C1CCN(S(=O)(=O)c2ccccc2)CC1)NCCc1ccc(Cl)cc1	2	0.1	-5	17	3	15	-0.6	-5	14	2	6
CN(C)S(=O)(=O)c1ccc(C(=O)OCC2CC2(Cl)Cl)cc1 (stereo not given)	-10	-0.2	5	-3	-2	-9	1.7	-1	11	5	7
Cc1cccc(NC(=O)COc2cccc3c2CCN(C)C3=O)c1C	5	0.2	34	10	-14	12	0.3	-20	8	5	-6
Oc1ccc(C2CNCc3sccc32)cc1O (stereo not given)	0	0.0	-8	4	6	4	4.2	6	-5	3	-11
c1ccc(-c2cnnc(SCc3cn4cccnc4n3)n2)cc1	-4	-0.2	8	-5	8	-6	4.4	1	-7	2	1
COc1ccc(-c2cnc(C(O)c3ccc(-c4ccccc4)cc3)[nH]2)cc1 (stereo not given)	x	-0.4	6	2	-29	2	-1.5	22	-32	x	1
CCc1ccc(Nc2ncc3c(n2)CC(C)CC3=O)cc1 (stereo not given)	-101	0.1	-93	-317	-2	-403	-0.3	-42	35	2	1
O=C1CN(C(=O)c2ccc(F)cc2)c2ccccc2N1	11	0.1	0	-2	9	-26	-0.4	7	18	4	-15
Cc1ccc(S(=O)(=O)Nc2ccc(N3CCOCC3)cc2)cc1	-4	-0.3	-5	-1	-7	15	0.1	20	-9	1	12
COc1ccc(CN2CCN(Cc3c[nH]c4ccccc34)CC2CCO)cc1C (stereo not given)	9	0.1	0	15	5	-14	-0.2	8	-126	-4	-9
CCCCOC(=O)N1CCOCCOCCN(C(=O)OCCCC)CCOCCOCC1	10	-0.3	5	11	5	-2	-0.2	20	-5	3	5
C#CCOCCOCCOCCNc1nc(N2CCN(C(=O)[C@H]([C@@H](C)CC)n3cc(CCCCN)nn3)CC2)nc(N2CCN(C(=O)[C@H](C)n3cc(CCCN=C(N)N)nn3)CC2)n1	0	-0.2	-103	-10	-24	-12	-1.3	-1	-16	1	18
CO/N=C/c1ccc(Sc2ccccc2N)c([N+](=O)[O-])c1	6	0.1	3	-4	0	4	0.0	-14	9	-3	3
O=[N+]([O-])c1cccc(-c2nnc(C34CC5CC(CC(C5)C3)C4)o2)c1	-20	-0.2	-4	2	0	-10	1.8	-5	-42	0	2
CCN(CC)CCSC(=O)C(c1ccccc1)c1ccccc1	x	0.1	7	35	32	18	-0.4	7	9	x	-12
CC1(c2nnc(Cc3ccccc3)o2)CC(c2cccnc2)=NO1 (stereo not given)	-7	0.1	-10	-8	11	-5	7.7	-1	7	-1	0
CCN(CC)c1ccc(/C=N/n2c(C)cc(C)cc2=O)cc1	1	-0.1	-29	-11	-1	-3	-1.9	-21	-6	0	-4
Cc1ccc(S(=O)(=O)N2CCN(C(=O)COC(=O)c3ccc(Cl)nc3)CC2)c(C)c1	-8	0.1	10	0	47	-23	0.0	1	0	0	-30
O=C1C(Cl)=C(NCCCN2CCOCC2)C(=O)N1CCc1ccccc1	3	-0.3	14	-67	9	-14	-0.2	-17	-3	4	-8
CCCCCn1c(=NC(=O)c2cccnc2)c(C#N)cc2c(=O)n3cccc(C)c3nc21	14	0.1	-9	20	-46	56*	-0.2	-28	30	1	1
CCc1ccccc1NC(=O)c1ccc(S(=O)(=O)N2CCCC2)cc1	9	0.0	-3	19	2	27	-0.7	-1	11	-4	4
O=C(N/N=C/c1ccccn1)c1cc(Br)ccc1O	-2	0.0	-18	-81	-2	-14	0.0	-25	-80	x	1
Cc1ccc(NC(=O)c2cc3c(s2)CCC3)cc1S(=O)(=O)N1CCOCC1	8	0.9	19	-61	0	-19	0.2	-3	43	-1	10
NC(=O)CSc1nc(-c2ccccc2)nc2ccccc12	-32	0.1	10	-3	-41	7	-0.8	15	16	1	-4
CC(=O)Nc1ccc2c(c1)Cc1c-2cc(Br)c(N)c1Br	-14	-0.2	-10	-54	-45	-59	4.4	-17	15	x	3
CCOC(=O)C1CCN(S(=O)(=O)c2ccc3c(c2)CCN3C(C)=O)CC1	10	0.6	27	7	18	10	-0.6	24	-8	-1	6
CC1=NN(C(=O)c2csc(C)c2C)C(O)(C(F)(F)F)C1 (stereo not given)	-7	0.0	-33	31	-2	2	0.8	-30	1	0	-19
OC(c1ccc(Cl)c(F)c1)c1ncc(-c2cccc(F)c2)[nH]1 (stereo not given)	x	0.2	33	4	24	3	-0.6	73*	6	x	-8
CC(=O)Nc1nc2ccccc2[nH]1	5	-0.1	7	12	8	-15	0.5	-3	9	0	4
Cc1ccc(NC(=O)CCSc2nnc3ccccn23)cc1	-6	0.1	9	-22	7	-21	-1.6	-2	-24	3	-9
COc1ccc(-c2oc3ccc(N4CCOCC4)cc3c2C#CC2(O)CCCCC2)cc1	-36	2.1	-42	-128	30	-1	-0.2	-48	12	5	-19
COC(=O)c1ccc2nc(-c3cccc(Cl)c3)c(Cc3ccsc3)n2c1	x	0.7	-44	-175	11	-130	2.2	-61	1	x	-25
N#CCC(=O)N/N=C/c1ccccc1Cl	2	0.0	6	17	-1	-2	-0.9	-29	11	4	6
CC(C)c1nnc(SCC(=O)N2CCc3ccccc32)n1N	-14	0.5	4	-18	-4	-2	2.8	-8	-6	-3	0
COc1ccc(N2CCN(C(=O)CCc3ccc(S(=O)(=O)NCC(C)C)cc3)CC2)cc1	20	1.2	28	13	3	15	-0.3	0	6	0	-5
O=C(N/C(=C/c1cccc([N+](=O)[O-])c1)C(=O)N1CCCCCC1)c1cccs1	-10	0.1	4	15	0	12	1.1	-15	-18	3	-1
Cc1cccc(/N=C/c2ccccn2)n1	-19	0.1	-5	-5	-3	11	0.2	-3	4	3	6
CCCCOc1ccc(C(=O)Oc2cc(C)[nH]c(=O)c2[N+](=O)[O-])cc1	3	-0.4	12	2	-6	-4	-0.4	-20	-7	0	16
COc1ccccc1Nc1ncnc2c1cnn2-c1cccc(C)c1	-33	-0.3	-20	-232	-9	-207	0.5	-70	2	1	0
CC(C)OCCCNC(=O)Nc1cccc2ccccc12	-1	-0.2	-18	8	6	-2	-0.7	-4	-3	0	-8
Cc1cc(C(=O)NP(=O)(N2CCOCC2)N2CCOCC2)c(C)n1-c1ccc(Br)cc1	13	-0.2	16	-74	0	-1	-2.2	-1	-10	1	-2
COc1cc2c(cc1OC)CN(C(=S)Nc1ccccc1Cl)CC2	9	0.0	10	3	-7	-11	0.0	16	-2	0	-18
O=C(NC1CCCCC1)C(c1ccco1)N(C(=O)c1csnn1)c1cccc(F)c1 (stereo not given)	8	-0.1	-6	4	-2	14	-0.5	9	15	0	-2

Additional entries follow:
smiles	TRPM1 prom inh	aDG glyco up	Shn3 inh set2	HIF-2a block	CF NFkB inh	Peg3 prom inh	hiPSC survival	NR2E3 ag-2	TWEAK Fn14 block	NR2E3 ag-1	KKLEB cytotox
C[C@H](NC(=O)c1cccc([N+](=O)[O-])c1)C(=O)OCC(=O)c1ccccc1Br	4	-0.2	3	10	13	4	-0.6	-5	3	x	20
COC(=O)C1=C(C)N(C)C(=O)NC1c1cc(Cl)cc(Cl)c1OC (stereo not given)	6	0.4	-2	4	15	8	5.7	12	7	-5	5
CC(C)(C)C1=CC(O)(c2ccccc2)C=C(C(C)(C)C)C1=O	6	0.0	7	20	20	78*	-0.1	-23	9	-3	5
Cc1cccc(OCC(=O)NCCNC(=O)c2ccncc2)c1	4	0.2	8	7	-24	2	-0.6	-17	-1	8	15
CC1CCC2(CC1)NC(=O)N(NC(=O)c1ccc(OC(C)C)cc1)C2=O (stereo not given)	-2	0.0	17	10	6	-24	0.0	1	-14	x	-11
CC1(c2nnnn2-c2ccc3c(c2)OCCO3)CCC(=O)N1Cc1ccc(F)cc1 (stereo not given)	x	-0.3	x	7	x	x	1.2	11	12	x	x
